NR5A2 inv ag – inverse agonists of human LRH-1 (NR5A2); O00482; HEK293T StAR-luciferase reporter, LRH-1 transfected, 24 h; inhibition, % at 3.6 µM; hit rate 0.13% among 360,000; AID 602396;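 active = inhibition above the mean inhibition of all tested compounds plus 3 SD, cut at about 73% in these data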;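 note: 0% = DMSO wells and 100% = reporter-only cells lacking LRH-1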
Target sequence (O00482 whole entry, looked up): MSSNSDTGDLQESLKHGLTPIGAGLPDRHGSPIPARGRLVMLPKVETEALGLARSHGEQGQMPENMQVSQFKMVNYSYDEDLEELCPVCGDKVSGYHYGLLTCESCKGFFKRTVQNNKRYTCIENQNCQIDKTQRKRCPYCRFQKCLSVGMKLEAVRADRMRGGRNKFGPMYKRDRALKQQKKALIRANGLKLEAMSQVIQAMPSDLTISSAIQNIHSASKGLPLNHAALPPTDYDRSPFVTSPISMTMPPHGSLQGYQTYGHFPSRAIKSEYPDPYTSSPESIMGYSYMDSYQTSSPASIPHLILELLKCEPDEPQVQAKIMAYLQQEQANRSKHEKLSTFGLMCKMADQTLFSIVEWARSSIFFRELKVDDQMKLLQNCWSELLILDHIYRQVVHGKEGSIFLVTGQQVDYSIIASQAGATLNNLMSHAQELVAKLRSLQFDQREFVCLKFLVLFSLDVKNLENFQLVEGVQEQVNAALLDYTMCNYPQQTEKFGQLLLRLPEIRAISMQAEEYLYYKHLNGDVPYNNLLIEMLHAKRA
C8 TRAIL sens – sensitizes caspase-8 expressing cells to TRAIL. NB7+C8 cells + TRAIL, ATPlite viability luminescence. inhibition (viability loss, TRAIL sensitization), % at 10 µM. hit rate 1% among 360,000;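 active = compounds causing at least 50% loss of cell viability in the single-dose screen, relative to plate controls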
SRC1 inh – human NCOA1 inhibition. inhibition, % at 3.6 µM. AID 588354. HEK293 GAL4-SRC1 luciferase reporter, luminescence. hit rate 0.12% among 360,000;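 active = inhibition above the campaign mean plus 3 SD, with each screening campaign given its own cutoff, cut at about 60% in these data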;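 note: 0% = DMSO treated cells and 100% = gossypol at 36 µM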
NR2F2 inh – inhibitors of human COUP-TFII (NR2F2). P24468. hit rate 0.7% among 370,000. AID 686940. inhibition, % at 8.6 µM. HEK293T NGFI-A luciferase reporter, luminescence;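 active = inhibition above a per-plate cutoff, mean inhibition of test wells between control levels plus 3 SD, cut at about 38% in these data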;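 note: cells cotransfected with COUP-TFII expression vector driving the NGFI-A reporter; 0% = median of COUP-TF2 test wells and 100% = reporter-only cells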
Target sequence (P24468 whole entry, looked up): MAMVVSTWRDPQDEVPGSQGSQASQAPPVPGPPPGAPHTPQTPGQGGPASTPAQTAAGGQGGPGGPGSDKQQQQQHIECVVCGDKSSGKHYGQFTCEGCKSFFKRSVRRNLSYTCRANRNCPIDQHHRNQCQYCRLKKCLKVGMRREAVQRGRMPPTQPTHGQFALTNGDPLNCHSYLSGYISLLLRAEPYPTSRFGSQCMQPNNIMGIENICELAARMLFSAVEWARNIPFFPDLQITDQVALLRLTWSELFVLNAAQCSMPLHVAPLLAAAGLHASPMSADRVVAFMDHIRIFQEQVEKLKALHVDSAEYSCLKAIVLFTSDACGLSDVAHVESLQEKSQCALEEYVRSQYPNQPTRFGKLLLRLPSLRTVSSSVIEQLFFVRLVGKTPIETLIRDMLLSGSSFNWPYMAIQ
EBV LMP1 NFkB – Epstein-Barr LMP1 NF-kappaB reporter inhibition; LMP1-induced NF-kappaB luciferase reporter cells, luminescence; inhibition, % at 12.5 µM; hit rate 0.69% among 350,000; AID 504558; in the data active = inhibition above about 41%;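 note: 0% = neutral control wells and 100% = reference inhibitor control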
NCOA2 inhibitor – human SRC2 (NCOA2) inhibition. Q15596. HEK293 GAL4-SRC2 luciferase reporter, luminescence. inhibition, % at 9 µM. hit rate 0.17% among 370,000. AID 651957;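 active = inhibition above the mean inhibition of all tested compounds plus 3 SD, set per campaign, cut at about 52% in these data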;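 note: 0% = DMSO treated cells and 100% = cells given Gossypol at 36 µM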
TROY signal inh – blocks TROY-dependent signaling in reporter cells; Q293 LMP1-TROYcd NF-kB luciferase reporter, 4 h; hit rate 0.98% among 360,000; inhibition, % at 10 µM;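 active = compounds whose plate-normalised and pattern-corrected inhibition of the luciferase reporter signal at the single screening dose is 50% or more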
NCOA3 inh – inhibits human SRC3 coactivator. Q9Y6Q9. HEK293 GAL4-SRC3 luciferase reporter, luminescence. inhibition, % at 3.6 µM. hit rate 0.17% among 360,000. AID 588352;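 active = inhibition above a per-campaign cutoff, the mean of all compounds plus 3 SD, cut at about 60% in these data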;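 note: 0% = DMSO-treated cells and 100% = gossypol-treated cells at 36 µM; higher means less SRC3-driven luciferase light from the GAL4 reporter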
TWEAK Fn14 block – blocks TWEAK-Fn14 interaction in a reporter cell assay. inhibition, % at 10 µM. TWEAK-stimulated Fn14 reporter cells, luciferase luminescence, 8 h. hit rate 2% among 360,000. AID 1159606; in the data active = inhibition above about 50%
TLR9-MyD88 block – TLR9-MyD88 interaction inhibition; AID 504734; inhibition, % at 4.98 µM; Q9NR96+Q99836; hit rate 0.21% among 340,000; CHO BLA complementation TLR9-MyD88, CCF4 FRET ratio;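 active = inhibition above the mean over all tested compounds plus 3 SD, cut at about 21% in these data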;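 note: 0% = DMSO only wells and 100% = clavulanate BLA inhibitor control wells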
NOD2 RIPK2 PPI – NOD2-RIPK2 protein interaction inhibition | CHO BLA complementation NOD2-RIPK2, CCF4 ratio | hit rate 0.38% among 360,000 | O43353 | AID 624267 | inhibition, % at 4.98 µM; in the data active = inhibition above about 21%;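 note: 0% = vehicle only and 100% = reference blocker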
Starred values were filed as active, the others as inactive; . = no result given. This is a subset (hit frequency here may not be typical).

compound	EBV LMP1 NFkB	TLR9-MyD88 block	NOD2 RIPK2 PPI	NR5A2 inv ag	C8 TRAIL sens	TROY signal inh	SRC1 inh	NCOA2 inhibitor	NR2F2 inh	NCOA3 inh	TWEAK Fn14 block
Cc1c(C(=O)Nc2ccc(Br)cc2)cnn1C	-18.2	-2.8	3.2	-107.0	5.5	-82.3	-83.6	-46.5	-38.9	-72.5	-12.4
CSc1nsc(/C=C/Nc2cccc(Cl)c2)c1C#N	5.2	-9.9	4.9	-11.5	6.3	3.3	-13.9	-16.7	5.7	-2.1	5.3
CC(NS(=O)(=O)c1ccc([N+](=O)[O-])cc1)C(=O)NN (stereo unspecified)	-0.2	-0.9	3.5	5.3	6.2	20.2	7.2	9.5	-23.5	-0.7	4.6
O=C(CCc1nc(-c2ccccn2)no1)NCc1ccc2c(c1)OCO2	3.0	8.5	5.9	3.5	4.8	7.7	-16.4	6.0	5.7	9.1	-2.8
Cc1cc(OC(C)C(=O)Nc2cccnc2)ccc1Cl (stereo unspecified)	-5.2	-2.4	-4.4	-3.8	10.2	-12.0	-5.5	-11.4	-17.2	8.5	-11.4
Oc1cccc(-c2csc(C(O)(c3ccccc3)C(F)(F)F)n2)c1 (stereo unspecified)	.	.	2.0	17.4	-5.9	-24.6	-5.6	-9.0	4.8	-5.5	-5.7
O=[N+]([O-])/C=C\c1ccc(N2CCCC2)c(F)c1	10.9	13.0	31.0*	-34.6	16.8	-1.3	-53.5	.	.	-31.0	12.7
O=C(CN1CCOCCOCCN(CC(=O)Nc2ccccc2)CCOCC1)Nc1ccccc1	-2.4	7.6	-13.8	-1.7	1.8	-0.7	-14.1	-14.2	-2.4	-15.7	-11.1
O=C1c2cccnc2C(O)N1Cc1cccs1 (stereo unspecified)	-5.4	-0.3	3.5	-6.6	-1.6	6.8	10.5	6.8	5.4	-8.0	21.7
O=C(Nc1ncc(Cc2cccc(C(F)(F)F)c2)s1)C1CCCO1 (stereo unspecified)	-16.5	0.4	2.2	-10.2	-6.6	-36.2	-30.9	-11.9	8.6	-25.7	10.0
Cc1cc(C(=O)CSc2nc(N)cc(N)n2)c(C)n1CCc1ccc(F)cc1	1.8	2.6	2.8	3.3	12.0	-0.7	1.3	3.0	17.1	-7.3	16.7
CC1=C(C(=O)N(C(C)C)C(C)C)CC(CC(=O)NC2CCCC2)C(=O)N1Cc1ccc(F)cc1 (stereo unspecified)	.	.	-4.5	21.0	1.1	6.7	-1.2	11.6	3.8	14.9	0.6
COc1cc(-c2nc(-c3ccccc3)c(-c3cccs3)[nH]2)cc(OC)c1O	-3.8	-1.4	3.0	26.6	-1.0	-9.2	8.5	-23.5	-23.4	13.5	15.5
COc1ccccc1C(=O)COC(=O)CCNS(=O)(=O)c1ccc(C)c(C)c1	-3.0	-4.4	-5.2	3.3	3.3	9.1	0.4	-22.8	3.9	-9.2	-6.5
COc1ccc(NC(=O)CCN2CCCC(C)C2)cc1 (stereo unspecified)	-11.1	3.8	-10.6	-8.6	-3.0	-12.2	-20.4	-19.1	5.0	-3.9	-3.1
Cc1ccc(OCC(=O)NNC(=O)C2CCN(c3nc(C)cc(C)n3)CC2)cc1	-10.5	-4.2	-1.3	8.8	-1.8	0.6	-5.3	-20.4	-7.4	17.0	-2.6
Cc1ccc(CSc2nnc(-c3cccnc3)o2)cc1	18.7	4.5	-5.0	17.1	54.1*	-42.4	-12.9	.	.	-9.8	-12.3
Nc1n[nH]c(-c2ccccc2[N+](=O)[O-])n1	-2.4	1.3	-9.9	2.8	1.6	-16.6	1.9	-12.4	-2.1	2.7	23.9
COC(=O)c1cccc(NS(=O)(=O)c2ccc(OC)c(OC)c2)c1C	-4.1	-6.1	-6.4	27.1	9.2	10.7	12.7	14.8	2.9	20.1	7.8
Cc1ccc(Nc2nnc(SCc3ccccc3)s2)cc1	-37.0	-6.7	-8.3	-21.6	1.0	-54.6	-34.1	-26.8	-21.4	-2.5	-12.5

Additional records.
compound	EBV LMP1 NFkB	TLR9-MyD88 block	NOD2 RIPK2 PPI	NR5A2 inv ag	C8 TRAIL sens	TROY signal inh	SRC1 inh	NCOA2 inhibitor	NR2F2 inh	NCOA3 inh	TWEAK Fn14 block
CC(C)CCN1CCN(Cc2cn[nH]c2C2CCCCC2)CC1CCO (stereo unspecified)	-8.1	-8.1	-7.3	6.4	5.1	19.5	10.1	-48.5	19.5	11.8	33.7
Nc1cc(=O)[nH]c(SCc2ccc(Cl)cc2)n1	10.5	5.6	-8.1	6.8	4.0	14.1	-2.4	-6.6	-28.7	7.4	13.3
O=C(NCCc1cccc(F)c1)C1CCC(=O)N(CCCc2ccccc2)C1 (stereo unspecified)	-3.2	-2.6	-1.5	-3.1	-1.0	-2.1	-16.3	-35.7	7.5	-4.2	-5.2
CCOC(=O)c1ccc(NC(=O)CN2CCN(CCN=CC3=C(O)CC(C)(C)CC3=O)CC2)cc1	-8.1	-5.7	0.2	0.0	-7.4	-11.3	2.0	12.2	-6.2	-3.9	-12.2
COC(=O)C1=C(O)/C(=C\c2ccc(OCC(=O)Nc3ccc(OC)cc3)cc2)N=C1C	6.4	-15.4	-8.2	11.2	9.7	-3.5	-0.9	-21.1	8.1	0.6	27.3
COc1ccc(Cn2c3ccc(OC)cc3c3nc4ccccc4nc32)cc1	14.8	8.2	2.9	-1.3	-4.2	3.0	8.8	-14.2	-7.0	5.3	-45.9
Cc1cc(NC(=O)CCSc2ccc(Cl)cc2)no1	-12.3	1.9	-7.3	3.8	2.4	14.9	-6.7	-9.4	5.3	3.6	-5.7
O=C(CN1CCCN(S(=O)(=O)c2ccc(F)cc2)CC1)Nc1c(Cl)cccc1Cl	-7.6	4.9	-4.3	2.9	-2.0	10.4	-0.8	8.7	-22.9	-0.4	2.7
CCN(CC)S(=O)(=O)c1ccc(C)c(C)c1	-1.8	-1.6	-1.7	-0.6	-4.0	0.9	-5.8	-16.1	10.2	-2.6	17.7
COc1ccc(CC(N)c2csc(Nc3ccc(S(C)(=O)=O)cc3)n2)cc1 (stereo unspecified)	.	.	2.1	17.1	3.0	10.1	3.5	19.8	4.5	-5.6	2.9
Cc1sc2ncnc(N/N=C/c3cccc(O)c3)c2c1C	4.4	-14.2	-7.4	-66.4	11.5	-42.5	-32.7	-31.5	-14.2	-30.6	-4.3
O=C(NCCN1CCOCC1)C(=O)NCC1OCCCN1S(=O)(=O)c1cc(F)ccc1F (stereo unspecified)	-12.5	2.5	-1.6	5.8	8.2	5.3	-3.6	-20.8	-10.2	12.3	-5.7
CSc1nnc(-c2ccc(C(F)(F)F)nc2C)o1	-5.0	4.1	0.9	-8.0	27.4	1.0	13.8	-7.6	15.0	11.8	-4.5
COc1ccc(NC(=O)COc2coc(CN3CCc4ccccc4C3)cc2=O)cc1	3.0	4.1	3.1	10.3	15.8	-52.0	5.6	0.3	10.0	25.9	1.1
COc1ccccc1NC(=O)c1ccc(COc2ccccc2OC)cc1	3.5	7.8	-2.2	-8.1	1.4	-7.0	-15.1	17.5	23.2	21.9	-0.1
CCOC(=O)c1cc2c(nc1N)CCCC2	-3.3	7.8	14.7	-4.5	2.7	-3.7	-47.9	9.8	-9.7	4.2	3.9
COC(=O)Cc1ccc(NC(=S)NC(C)(C)C)cc1	-8.2	-9.1	-0.8	-0.8	-3.1	11.8	-1.9	13.4	-7.1	-7.7	-10.8
CCn1c(CC(=O)Nc2ccc(F)cc2)nnc1SCC(=O)Nc1nncs1	-5.1	-3.9	1.1	-5.2	-6.0	-4.2	6.6	4.1	-1.1	-18.1	0.7
CCC1CCCCN1CCCNC(=O)CCC(=O)N1CCOc2ccccc21 (stereo unspecified)	0.4	2.4	12.4	-0.1	-2.4	-1.6	-0.4	-26.4	-1.7	7.2	-10.7
CN(C)Cc1cc(O)c(CN(C)C)cc1O	2.5	4.4	-2.8	-25.4	-16.7	-3.0	13.2	-4.8	6.9	5.7	4.7

(next part)
compound	EBV LMP1 NFkB	TLR9-MyD88 block	NOD2 RIPK2 PPI	NR5A2 inv ag	C8 TRAIL sens	TROY signal inh	SRC1 inh	NCOA2 inhibitor	NR2F2 inh	NCOA3 inh	TWEAK Fn14 block
COC(=O)c1ccc(CN(C(C)=O)c2ccccc2)o1	-6.7	6.3	-15.0	-2.9	-5.9	-4.1	-12.9	-22.8	8.4	-14.5	-30.6
COc1ccc(C(=O)OCCOc2cccc(Cl)c2)cc1S(=O)(=O)N1CCOCC1	-5.0	-4.0	-6.1	-2.6	17.9	9.1	0.5	3.7	5.7	22.8	-10.5
COc1ccc2c(c1)[nH]c1c(=O)n(/N=C/c3ccc(OC)c(CN4CCCCC4)c3)cnc12	-3.9	-0.3	-8.8	3.0	13.1	2.0	-4.7	-20.8	-12.3	1.6	-19.2
O=C1OCCC1Sc1nnc(-c2ccc(Br)cc2)o1 (stereo unspecified)	22.8	0.3	-7.3	8.2	2.3	-1.7	4.7	-2.5	-2.1	17.7	59.3*
O=C(Nc1cccnc1Cl)c1noc2c1CCc1ccccc1-2	-54.5	9.1	3.5	-69.9	9.3	-70.0	-47.5	-37.0	-36.4	-37.0	-21.7
COc1ccccc1CN1CCNC(=O)C1CC(=O)NCC1CCOCC1 (stereo unspecified)	7.0	-17.6	-10.7	8.4	-6.9	2.5	-6.2	10.1	-0.4	-17.9	-0.8
CN(C)/C(CN1CCOCC1)=C1\N=C(c2ccccc2)OC1=O	-5.9	-4.6	-2.8	-21.7	8.8	-6.9	-9.1	-28.1	5.0	-22.7	1.2
O=C(Cn1c(=O)cnc2ccccc21)N1CCN(S(=O)(=O)c2cccc([N+](=O)[O-])c2)CC1	7.6	-1.4	-3.7	-8.1	5.5	-5.8	18.8	-8.7	-29.6	-1.8	1.6

Screening results deposited in PubChem by several laboratories.
